# Screening results as filed in PubChem.
# p-CIP stab down: lowers stability of the mouse p/CIP coactivator protein; F442A p/CIP-EGFP cells, EGFP fluorescence, 16 h; Q05BA5; actives 0.01% (n = 290,000); AID 1984; decrease of EGFP signal, % at 10 µM;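 active = EGFP signal decrease of at least 30% at 10 µM or well 3 SD below plate mean, unless failing retest; inactive = the rest, including hits failing retest or dose response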; also: some compounds called inactive have numbers as strong as hits; many of its hits are not listed in these tables
# MEKK2mut PB1 HTS: signal of MEK5 binding to mutant human MEKK2 PB1 domain; bead flow cytometry, Alexa488-MEK5 binding to MEKK2 mutant; percent response, % at 10 µM; actives 0.35% (n = 290,000); AID 1530; in the data active = percent response above about 24%, passing the limit was not always enough; also: inactives centre near 1; some results filed as inactive read as strong as hits; reference of the scale not given here
# SUMO HTRF inh: SUMOylation inhibition. HTRF SUMOylation assay, SAE1/SAE2 + UBC9, in vitro. inhibition, % at 35 µM. P63279. AID 2006. actives 0.36% (n = 290,000); in the data active = inhibition above about 50%, passing the limit was not always enough; also: strong numbers were not always called active
# Target sequence (P63279 whole entry, looked up): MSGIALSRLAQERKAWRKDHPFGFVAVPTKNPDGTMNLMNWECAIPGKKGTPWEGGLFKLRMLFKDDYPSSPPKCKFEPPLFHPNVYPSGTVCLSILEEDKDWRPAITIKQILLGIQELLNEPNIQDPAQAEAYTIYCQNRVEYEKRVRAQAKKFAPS
# MEKK2wt PB1 HTS: raises or lowers MEK5 binding to wildtype human MEKK2 PB1 domain. Q9Y2U5. bead flow cytometry, Alexa488-MEK5 binding to MEKK2 WT; actives lie on both sides. binding response (% of control), % at 10 µM. actives 1.1% (n = 290,000); in the data active = binding response below about 67% or above about 130%
# IDE inh: inhibits human insulin-degrading enzyme in HEK cells; inhibition, % at 5.59 µM; actives 0.41% (n = 320,000); P14735; AID 434962; FAbetaB cleavage, fluorescence polarization;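 active = percent inhibition above the average of all tested compounds plus 3 SD, set per screening campaign, cut at about 16% in these data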;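 also: IDE supplied by intact live HEK cells; FP after avidin binding of uncleaved biotin substrate so inhibition keeps polarization high; 0% = DMSO wells and 100% = 60 µM reference IDE inhibitor Ii1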
# IDE act: activators of human insulin-degrading enzyme in cells. P14735. HEK cells, FAbeta-B cleavage, fluorescence polarization; 0% vehicle, 100% cell-free pure enzyme wells. activation, % at 5.96 µM. actives 0.073% (n = 340,000). AID 493087;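 active = activation above the mean of all tested compounds plus 3 SD, set per screening campaign, cut at about 17% in these data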
# NALP1 inh: inhibitors of NALP1 inflammasome in yeast; S. cerevisiae NALP1/ASC/caspase-1 growth, X-gal OD620, 72 h; inhibition, % at 10 µM; actives 0.61% (n = 280,000); AID 2071; in the data active = inhibition mostly above about 24%, no sharp cut-off; inactive = mostly below about 32%; also: some compounds called inactive have numbers as strong as hits
# MEKK3 PB1 HTS: MEKK3-MEK5 PB1 interaction, increase or decrease | bead-based flow cytometry, Alexa488-MEK5 binding to MEKK3; actives lie on both sides; 0 = blocked by unlabeled MEK5, 100 = vehicle | binding response (% of control), % at 10 µM | actives 1.4% (n = 290,000) | AID 1529;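 active = binding response more than 3 SD above or below the average of its plate-row segment, actives on both sides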;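 also: Alexa488 bead fluorescence after subtracting the streptavidin-only scavenger bead signal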
# Target sequence (Q99759 whole entry, looked up): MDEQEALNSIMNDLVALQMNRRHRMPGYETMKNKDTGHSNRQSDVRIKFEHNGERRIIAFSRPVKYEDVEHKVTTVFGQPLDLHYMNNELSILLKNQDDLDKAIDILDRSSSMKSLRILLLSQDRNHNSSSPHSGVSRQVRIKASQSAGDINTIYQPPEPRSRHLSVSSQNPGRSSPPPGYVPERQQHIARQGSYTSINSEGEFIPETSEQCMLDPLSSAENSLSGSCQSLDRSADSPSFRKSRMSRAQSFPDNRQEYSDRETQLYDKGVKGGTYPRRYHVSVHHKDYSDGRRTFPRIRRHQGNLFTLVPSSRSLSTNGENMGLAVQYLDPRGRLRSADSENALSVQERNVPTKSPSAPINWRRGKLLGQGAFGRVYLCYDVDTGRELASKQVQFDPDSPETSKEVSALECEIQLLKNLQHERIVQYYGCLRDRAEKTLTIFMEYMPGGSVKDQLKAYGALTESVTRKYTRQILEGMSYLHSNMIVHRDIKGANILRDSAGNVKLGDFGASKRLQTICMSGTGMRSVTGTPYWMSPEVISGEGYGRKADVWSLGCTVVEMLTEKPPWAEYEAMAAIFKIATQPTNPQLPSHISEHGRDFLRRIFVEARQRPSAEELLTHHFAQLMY
# M18AAP inhibitor: blocks P. falciparum M18 aspartyl aminopeptidase; actives 1.2% (n = 290,000); recombinant PfM18AAP, H-Glu-NHMec fluorogenic cleavage; inhibition, % at 7.35 µM;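 active = inhibition above the campaign mean inhibition over all tested compounds plus 3 SD, cut at about 28% in these data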;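 also: 0% = plate median of test compound wells and 100% = 2 mM ZnCl2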
# * = called active by the depositor; . = no result given. Not all compounds are listed; rates above refer to the full screens.
p-CIP stab down	MEKK2mut PB1 HTS	SUMO HTRF inh	MEKK2wt PB1 HTS	IDE inh	IDE act	NALP1 inh	MEKK3 PB1 HTS	M18AAP inhibitor	structure
0	-4	6	95	1	1	5	99	3	O=C(COc1ccc(F)cc1)N(Cc1ccc(Cl)cc1)C1CCS(=O)(=O)C1 (stereo not given)
-8	5	-8	106	0	-8	-9	103	0	COCc1cc(C)[nH]c(=O)c1C#N
-9	-1	-1	102	3	4	-1	100	6	CCOc1nc(-c2ccccc2)ccc1-c1noc(COC)n1
-19	55*	3	203*	1	1	-1	108	-3	Cc1ccc(OC(F)F)c(NC(=O)Nc2cccc(C(F)(F)F)c2)c1
-10	6	3	106	1	4	-5	105	1	S=C(NCc1ccco1)NCC1CCCO1 (stereo not given)
3	4	2	104	4	-4	-7	103	-4	CCSc1nnc(-c2cccc(S(=O)(=O)N(C)C)c2)n1-c1cc(OC)ccc1OC
-17	0	61*	96	2	0	.	99	3	COc1ccc(C(=O)Nc2ccc(-c3nnn(CC(=O)NCc4ccco4)n3)cc2)cc1
-1	3	13	106	-2	3	6	101	1	O=C(Nc1cccc(Cl)c1)Nc1ccc(Cl)cn1
-6	4	4	96	.	4	6	97	4	COC(=O)[C@@H]1Cc2c([nH]c3ccccc23)C2CCC(=O)N21 (stereo not given in full)
-1	-4	12	98	3	4	-17	99	3	CC(=O)c1c(C)[nH]c(C(=O)COC(=O)CCCOc2ccccc2)c1C
-10	0	7	101	-1	5	25	101	-7	CCCS(=O)(=O)c1nc(S(=O)(=O)c2ccc(C)cc2)c(N2CCC(O)CC2)s1
8	1	2	104	2	1	27	100	12	O=CNNC(=O)c1cccc([N+](=O)[O-])c1
0	.	12	.	1	.	19	.	-2	Cc1ccc(C)c(OCC(=O)N/N=C/c2c(C)nn(-c3ccccc3)c2Cl)c1
2	-4	-13	98	-4	0	-8	94	11	CN1CCC(=NNC(=O)C(=O)Nc2ccccc2F)CC1
-13	1	22	127	1	2	24	98	-2	O=C(C[n+]1cc(-c2ccc(F)cc2)n2c1CCC2)Nc1nc(-c2ccccc2)cs1
-18	0	7	101	3	-3	1	98	-1	O=C(CN(Cc1cccs1)C(=O)CSc1nnc(COc2ccccc2)o1)NC1CCCC1
0	-13	-20	93	4	1	9	92	-7	CC1COC(Cn2c3ccccc3c3ccccc32)O1 (stereo not given)
-10	15	14	111	3	1	9	109	0	CCOC(=O)N1CCN(S(=O)(=O)Cc2ccccc2)CC1
-3	0	19	101	9	4	-11	102	-8	COc1ccc(CCNC(=O)c2c(-c3ccccc3Cl)noc2C)cc1
-12	6	19	113	-3	0	27	111	-6	O=C(CCN1CCN(c2ccccc2F)CC1)Nc1cccc(F)c1
7	6	2	104	.	5	1	103	3	CCCCC(CC)c1nnc(NC(=O)c2cccs2)s1 (stereo not given)
6	5	33	115	5	-1	2	119	1	O=C(Nc1nnc(-c2ccc3c(c2)CCCC3)o1)C1COc2ccccc2O1 (stereo not given)
-4	0	.	97	2	-3	4	104	2	CC1CCN(C(=O)c2ccc3c(c2)NC(=O)/C(=C/c2ccccc2)S3)CC1
-6	-2	20	99	0	7	3	97	3	Cc1cc(=O)oc(C)c1C(=O)OCC(=O)c1ccccc1
.	3	.	104	0	0	.	100	.	O=C1NCCC12C(=O)Nc1ccccc12 (stereo not given)
9	-6	12	92	1	-2	32	94	-7	O=C(O)CCCNC(=O)c1ccccn1
-7	18	-16	104	1	-6	25	106	5	Cc1cc(C(=O)N/N=C/c2ccc([N+](=O)[O-])cc2)c2ccccc2n1
-31	-3	24	101	5	1	-3	96	3	O=C(/C=C/c1cccc(F)c1)N1CCN(c2ncccn2)CC1
8	8	27	101	0	3	1	108	1	O=c1[nH]c(CSc2ncc(C(F)(F)F)cc2Cl)nc2cc(C(F)(F)F)ccc12
4	-2	2	99	-1	-4	20	99	-6	O=C(Nc1ccc2ccccc2c1)c1ccc(NS(=O)(=O)c2ccc(Br)s2)cc1
-12	0	-3	97	7	1	12	99	4	CCOCN(C(=O)Cn1c(COC)nc2ccccc21)c1c(C)cccc1CC
0	3	12	100	-1	4	12	99	3	CCOC(=O)c1cc(S(=O)(=O)N2CCCC2)cn1C
-5	11	3	107	-2	5	7	92	-14	CCn1c(=O)[nH]c(=O)c2c(N)c(C(=O)c3ccccc3OC)sc21
11	6	6	101	4	-1	1	105	-1	Cc1c(C(=O)c2ccccc2)c(=O)n(C)c(=O)n1C
2	-2	10	98	3	0	7	96	6	CCc1nnc(NC(=O)Cn2nc(-c3ccccc3OC)ccc2=O)s1
3	0	22	105	1	9	14	107	0	COc1cccc(NC(=O)C2CCCN2S(=O)(=O)c2ccc3c(c2)C(C)(C)C(=O)N3C)c1 (stereo not given)
-6	-4	18	91	-2	3	2	88	-5	Cc1ccc(/C(N)=N/OC(=O)CCc2ccccc2)cc1
-5	6	11	108	1	7	20	106	-6	CCOc1ccc(C)cc1S(=O)(=O)n1nc(C)cc1C
-5	0	13	102	-6	5	10	106	-5	CC(C)Cc1nnc(NC(=O)CCC(=O)N2CCN(c3ccccn3)CC2)s1
-8	4	2	106	-3	5	-3	110	1	CCCc1ccc(-c2cc(C(=O)N3CCN(c4ccccn4)CC3)c3ccccc3n2)cc1
6	3	2	100	-1	1	2	103	12	CCC(C(=O)Nc1c(C)cc(C)cc1C)N1CCCCCC1 (stereo not given)
2	1	8	102	-2	-3	4	107	44*	NNc1nnc2c3cc(F)ccc3n(CCc3ccccc3)c2n1
-11	4	3	102	2	-4	7	104	0	Cc1ccc(C2CC(c3ccccc3)=NN2C(=O)CSc2nnc(-c3ccc(Cl)cc3)o2)o1 (stereo not given)
-11	-7	12	91	-2	-2	15	95	-9	N/C(=N\OC(=O)CCCOc1ccccc1)c1ccncc1
3	8	0	93	5	7	52	115	1	Oc1c(I)cc(I)c2cccnc12
-16	3	13	103	1	-2	-6	102	-10	O=C(CCS(=O)(=O)c1ccc(Cl)cc1)Nc1ccc(F)cc1
3	7	4	95	-1	.	11	97	-8	CCCCCOc1ccc(N2C(=O)C(C)CNC2=S)cc1 (stereo not given)
7	-14	15	90	4	6	24	76	5	CCS(=O)(=O)NCc1csc(C)n1
1	-1	-5	104	3	3	-20	105	1	Cc1cc(C(=O)Nc2cccc(S(=O)(=O)N3CCCCC3)c2)c2ccccc2n1
-3	6	5	96	-2	4	21	79	-6	CCCCNC(=S)NCc1ccc2[nH]c(C)cc2c1

# (list continues)
p-CIP stab down	MEKK2mut PB1 HTS	SUMO HTRF inh	MEKK2wt PB1 HTS	IDE inh	IDE act	NALP1 inh	MEKK3 PB1 HTS	M18AAP inhibitor	structure
2	0	50	97	-5	1	-9	101	14	O=c1c2cc(N3CCOCC3)ccc2[nH]c(=S)n1CC1CCCO1 (stereo not given)
-3	-3	8	93	-2	9	33	94	6	C/C(=N\O)C(C)NC(=O)c1ccccc1 (stereo not given)
-4	-1	18	104	2	3	4	97	-4	C/C(=N\Nc1nc(-c2cc(C)ccc2C)cs1)c1cc2ccccc2oc1=O
-12	-15	11	56	-4	-5	-6	52	-13	CCOc1ccc(-c2nnc3sc(COc4ccccc4)nn23)cc1
-3	7	22	103	1	1	8	105	0	COc1ccc(-c2cc(C(=O)Nc3cc(Br)ccc3O)no2)cc1
11	-2	20	102	2	2	-11	101	-11	C/C(=C\C(=O)O)CC(=O)O
-5	3	0	109	9	6	-5	106	.	O=S1(=O)c2ccccc2C(CCO)N1Cc1ccccc1 (stereo not given)
6	-3	1	97	1	4	-4	102	37*	Cc1sc(NC(=O)Nc2ccccc2)c(C(N)=O)c1C
-10	6	-12	103	6	-1	-6	100	-5	Cc1ncoc1C(=O)NC1CC(C)(C)Cc2c1cnn2-c1ccc(F)cc1 (stereo not given)
-3	-2	10	98	1	-6	-3	101	4	Oc1ccc(-c2c(C3=CCCCC3)sc3ccccc23)cc1
-12	3	28	112	3	-2	-10	113	-1	CC(C(=O)OCC(=O)Nc1ccc2c(c1)OCO2)N1C(=O)c2ccccc2C1=O (stereo not given)
-6	-1	34	93	10	4	10	96	-6	CC(=O)Nc1nonc1NC(=O)c1ccc(C(C)(C)C)cc1
1	4	11	107	3	-2	1	110	6	COc1cc2c(cc1OC)-c1cc(NC3CC3)nc(=O)n1CC2
-8	-5	12	99	.	5	8	97	29*	CCNc1nc(SCC(N)=O)nc2sc3c(c12)CCN(C)C3
3	2	8	103	3	1	32	103	-2	O=C(O)C1C2C=CC(O2)C1C(=O)Nc1cccc(C(F)(F)F)c1 (stereo not given)

# In the list so far, these have four or more nitrogen atoms:
p-CIP stab down	MEKK2mut PB1 HTS	SUMO HTRF inh	MEKK2wt PB1 HTS	IDE inh	IDE act	NALP1 inh	MEKK3 PB1 HTS	M18AAP inhibitor	structure
3	4	2	104	4	-4	-7	103	-4	CCSc1nnc(-c2cccc(S(=O)(=O)N(C)C)c2)n1-c1cc(OC)ccc1OC
-17	0	61*	96	2	0	.	99	3	COc1ccc(C(=O)Nc2ccc(-c3nnn(CC(=O)NCc4ccco4)n3)cc2)cc1
0	.	12	.	1	.	19	.	-2	Cc1ccc(C)c(OCC(=O)N/N=C/c2c(C)nn(-c3ccccc3)c2Cl)c1
2	-4	-13	98	-4	0	-8	94	11	CN1CCC(=NNC(=O)C(=O)Nc2ccccc2F)CC1
-13	1	22	127	1	2	24	98	-2	O=C(C[n+]1cc(-c2ccc(F)cc2)n2c1CCC2)Nc1nc(-c2ccccc2)cs1
-18	0	7	101	3	-3	1	98	-1	O=C(CN(Cc1cccs1)C(=O)CSc1nnc(COc2ccccc2)o1)NC1CCCC1
-7	18	-16	104	1	-6	25	106	5	Cc1cc(C(=O)N/N=C/c2ccc([N+](=O)[O-])cc2)c2ccccc2n1
-31	-3	24	101	5	1	-3	96	3	O=C(/C=C/c1cccc(F)c1)N1CCN(c2ncccn2)CC1
2	-2	10	98	3	0	7	96	6	CCc1nnc(NC(=O)Cn2nc(-c3ccccc3OC)ccc2=O)s1
-5	0	13	102	-6	5	10	106	-5	CC(C)Cc1nnc(NC(=O)CCC(=O)N2CCN(c3ccccn3)CC2)s1
-8	4	2	106	-3	5	-3	110	1	CCCc1ccc(-c2cc(C(=O)N3CCN(c4ccccn4)CC3)c3ccccc3n2)cc1
2	1	8	102	-2	-3	4	107	44*	NNc1nnc2c3cc(F)ccc3n(CCc3ccccc3)c2n1
-11	4	3	102	2	-4	7	104	0	Cc1ccc(C2CC(c3ccccc3)=NN2C(=O)CSc2nnc(-c3ccc(Cl)cc3)o2)o1 (stereo not given)
-12	-15	11	56	-4	-5	-6	52	-13	CCOc1ccc(-c2nnc3sc(COc4ccccc4)nn23)cc1
-10	6	-12	103	6	-1	-6	100	-5	Cc1ncoc1C(=O)NC1CC(C)(C)Cc2c1cnn2-c1ccc(F)cc1 (stereo not given)
-6	-1	34	93	10	4	10	96	-6	CC(=O)Nc1nonc1NC(=O)c1ccc(C(C)(C)C)cc1
-8	-5	12	99	.	5	8	97	29*	CCNc1nc(SCC(N)=O)nc2sc3c(c12)CCN(C)C3
